aGal spleen mod: qHTS Assay for Inhibitors and Activators of Human alpha-Galactosidase From Spleen Homogenate; human spleen homogenate, 4MU-alpha-Gal fluorescence, 40 min; Potency, µM (series often up to 80 µM), for the others: at the top dose activity change, negative = inhibition, most hits filed as inhibitors; 240,000 compounds, 0.008% hits; AID 2107, 2009;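 note: 0% = enzyme with vehicle and -100% = no enzyme basal signal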
Target sequence (P06280 32-429 limits assumed): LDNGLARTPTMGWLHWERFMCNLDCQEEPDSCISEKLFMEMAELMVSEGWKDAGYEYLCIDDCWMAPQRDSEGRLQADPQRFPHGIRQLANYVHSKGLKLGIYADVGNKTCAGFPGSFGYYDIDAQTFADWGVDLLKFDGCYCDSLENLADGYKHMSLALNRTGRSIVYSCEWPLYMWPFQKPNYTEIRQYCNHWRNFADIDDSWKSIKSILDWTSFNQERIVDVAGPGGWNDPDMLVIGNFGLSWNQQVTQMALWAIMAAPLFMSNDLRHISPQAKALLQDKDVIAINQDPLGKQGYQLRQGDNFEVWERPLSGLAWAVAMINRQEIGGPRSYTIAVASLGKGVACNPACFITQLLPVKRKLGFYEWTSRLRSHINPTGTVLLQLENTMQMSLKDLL
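Fluorogenic readout (Ex 365/Em 440 nm) of 4-methylumbelliferone released from 1 mM 4-MU-alpha-galactoside by spleen homogenate, 40 min at 37C, pH 5.0. Data normalized to no-enzyme and enzyme controls; Hill-equation AC50 from compound titrations.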
GAA glycogen mod: qHTS Assay for Inhibitors and Activators of Human alpha-Glucosidase Cleavage of Glycogen. Potency, µM (top dose mostly 76.4 µM), without a hit: top-dose activity change, negative = inhibition, most hits filed as inhibitors. 300,000 compounds, 0.38% hits. Lysosomal alpha-glucosidase (Homo sapiens), P10253. recombinant GAA, glycogen substrate, Amplex Red glucose oxidase fluorescence. AID 2100, 2009;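 note: 0% = full enzyme reaction and -100% = no-enzyme basal signal; the screen sought inhibitors and activators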
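Recombinant enzyme (4 nM final) with compounds titrated up to 77 uM and bovine liver glycogen (30 ug) in citrate pH 5.0, 0.01% Tween-20, 37 C 40 min. Released glucose detected by Amplex Red/glucose oxidase (Ex 573/Em 610); AC50 from Hill fits.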
Tau fluor counter: Counterscreen qHTS for Inhibitors of Tau Fibril Formation, Fluorescence Polarization. 280,000 compounds, 0.93% hits. Potency, µM (titrated, usually from 57.7 µM), inactives show at the highest dose activity change, negative = decrease. AID 1463, 2008. tau K18 P301L Alexa594 fluorescence, heparin fibrillization; note: % is set by controls: 0 for no effect and ±100 for the full control effect; nearly all actives have a fitted effect of over 55% in size
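Human tau K18 P301L (15 uM unlabeled, 0.24 uM Alexa 594-labeled) in 100 mM sodium acetate pH 7 with 20 uM heparin, 6 hr at 37 C. ThT 30 uM added, 1 hr ambient; Alexa 594 FP and total fluorescence read at 555/632 nm.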
HTT ATP protect: qHTS Multiplex Assay to Identify Dual Action Probes in a Cell Model of Huntington: Cytoprotection (ATP) | PC12 HTT-Q103 induced, cytoprotection, ATP luminescence, 40 h | Potency, µM (doses to about 56.4 µM), without a hit: cytoprotection (ATP increase), actives largely listed as activators | 230,000 compounds, 0.14% hits;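 note: % of control where 0% means no effect; nearly all actives have a fitted effect of over 45% in size; toxic huntingtin expression switched on by the ecdysone agonist tebufenozide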
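Cells were plated at 1500 per well in phenol red-free DMEM with 5% equine and 5% calf serum. Tebufenozide (100 nM final) and compounds were added, then ATPlite reagent, and luminescence was read.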
aGlu spleen mod: qHTS Assay for Inhibitors and Activators of Human alpha-Glucosidase From Spleen Homogenate | Potency, µM (doses to about 79.9 µM), for inactives: top-dose activity change, negative = inhibition, hits mostly inhibitors | 240,000 compounds, 0.006% hits | human spleen homogenate, 4-MU-alpha-glucoside fluorescence | AID 2112, 2009 | Lysosomal alpha-glucosidase (Homo sapiens), P10253;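 note: 0% = enzyme with vehicle and -100% = no enzyme basal signal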
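Human spleen homogenate (1 ug) incubated with compounds and 1 mM 4-methylumbelliferyl-alpha-D-glucopyranoside in pH 5.0 citrate/phosphate buffer, 37 C, 40 min. Stopped at pH 10; 4-MU fluorescence (Ex 365/Em 440 nm); AC50 by Hill fit.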
Tau fibril ThT: qHTS for Inhibitors of Tau Fibril Formation, Thioflavin T Binding; Microtubule-associated protein tau (Homo sapiens), P10636; recombinant tau K18 P301L, heparin-induced fibrillization, ThT fluorescence; Potency, µM (doses to about 57.4 µM), for the others: at the highest dose activity, negative = inhibition, hits mostly inhibitors; 270,000 compounds, 2.1% hits; AID 1460, 2008; note: % is set by controls: 0 for no effect and ±100 for the full control effect; nearly all actives have a fitted effect of over 55% in size
Target sequence (P10636 561-689 P618L limits assumed): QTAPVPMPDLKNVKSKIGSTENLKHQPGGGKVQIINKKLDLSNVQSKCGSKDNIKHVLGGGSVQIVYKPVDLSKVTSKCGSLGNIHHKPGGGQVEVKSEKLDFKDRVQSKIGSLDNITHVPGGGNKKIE
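Tau K18 P301L fragment (15 uM unlabeled plus 0.24 uM Alexa 594-labeled) in 100 mM sodium acetate pH 7 with compound, fibrillization induced by 20 uM heparin for 6 hr at 37 C. Thioflavin T (30 uM) added, fluorescence read after 1 hr (ex 450, em 510 nm).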
Tau FP inhib: qHTS for Inhibitors of Tau Fibril Formation, Fluorescence Polarization | Microtubule-associated protein tau (Homo sapiens), P10636 | K18 P301L tau heparin fibrillization, Alexa594 FP, 6 h | Potency, µM (top dose mostly 57.7 µM), without a hit: at the top dose activity, negative = inhibition, hits mostly inhibitors | 280,000 compounds, 0.39% hits | AID 1468, 2008; note: % is set by controls: 0 for no effect and ±100 for the full control effect; nearly all actives have a fitted effect of over 55% in size
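Heparin (20 uM) drove fibril formation of recombinant tau K18 P301L, 15 uM unlabeled with 0.24 uM Alexa 594 label, for 6 hr at 37 C in 100 mM sodium acetate pH 7. Fluorescence polarization (555/632 nm) read 1 hr after 30 uM ThT.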
GAA inh: qHTS Assay for Inhibitors of Human alpha-Glucosidase as a Potential Chaperone Treatment of Pompe Disease; Potency, µM (series often up to 76.9 µM), for inactives: at the top dose activity change, negative = inhibition, hits mostly inhibitors; purified human GAA, 4-MU-alpha-glucoside fluorescence; 200,000 compounds, 0.005% hits;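 note: plate controls were uninhibited enzyme wells for no effect and no-enzyme background for full effect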
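Fluorescence at Ex 365/Em 440 nm from 4-methylumbelliferone reported enzyme activity after 20 min at room temperature. Reactions used 4 nM enzyme and 400 uM substrate at pH 5.0; curves fitted with the Hill equation.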
* hit, by the source's call; ? = inconclusive; . = no result given; & = joins results of further samples; [ ] = dose if it differs, or a comment. Calls come from the whole dose curve; as a rule, active = well fitted curve in the direction sought with a large enough effect; inconclusive = small, poorly fitted or top-dose-only effect, or another doubt; inactive = no such curve, though single readings can be large; an effect the other way counts as inactive or inconclusive. Potency is the fitted concentration of half-maximal effect.

The first 2 compounds (preview)
mol | aGal spleen mod | GAA glycogen mod | Tau fluor counter | HTT ATP protect | aGlu spleen mod | Tau fibril ThT | Tau FP inhib | GAA inh
COC(=O)CCN1CCC(C(N)=O)CC1 | -2% | -3% | 2% | -27% | 6% | -5% | -4% | -1%
CC(NC(=O)c1cccnc1)C(c1ccccc1)N1CCN(C)CC1 (configuration not stated) | -3% | 11% | -1% | 14% | -3% | 1% | -2% | 1%

The list itself, from the first entry:
mol | aGal spleen mod | GAA glycogen mod | Tau fluor counter | HTT ATP protect | aGlu spleen mod | Tau fibril ThT | Tau FP inhib | GAA inh
COC(=O)CCN1CCC(C(N)=O)CC1 | -2% | -3% | 2% | -27% | 6% | -5% | -4% | -1%
CC(NC(=O)c1cccnc1)C(c1ccccc1)N1CCN(C)CC1 (configuration not stated) | -3% | 11% | -1% | 14% | -3% | 1% | -2% | 1%
Cc1c2c(n3c(nc4ccccc43)c1C#N)N(CCN1CCOCC1)CC2 | ? | 1% | 14% | -15%[10 µM] | 17% | 0% | 10% | ?
O=C(NNC(=O)C1CC1c1ccccc1)Nc1cccc(Cl)c1 (configuration not stated) | -4% | 6% | -10% | -3% | -4% | -9% | -9% | -6%
O=C(Nc1ccc(Br)cc1F)N1CCC2(CC1)Oc1ccccc1C(=O)N2Cc1ccccc1F | . | -4%[76.3 µM] | -16% | . | . | -3% | -15% | .
COc1ccc(CN2CCCC(C(=O)N3CCCC3)C2)cc1 (configuration not stated) | -10% | 3% | -3% | -14%[0.074 µM] | -6% | -2% | -10% | 1%
CC1=C(C(=O)Nc2ccc(Cl)cc2)C(c2cccs2)n2nc(SCc3cccc(Cl)c3)nc2N1 (configuration not stated) | . | 15%[76.3 µM] | -1% | . | . | 1% | ? | .
CCOc1ccc(C(=O)c2cn(CC(=O)Nc3ccc4c(c3)OCO4)c3ccc(OCC)cc3c2=O)cc1 | . | 15%[76.3 µM] | -11% | . | . | -1% | -5% | .
O=C(Nc1sccc1C(=O)NCc1ccco1)c1cccnc1 | -4% | 2% | -20% | -20%[0.074 µM] | -13% | ? | -6% | 2%
COC(=O)C1=CNC=C(C(=O)OC)C1c1ccc(Cl)cc1 | ? | -12% | -13% | 1% | 23% | -12% | -2% | ?
CCOC(=O)c1[nH]c(C)c(C(=O)c2cc(F)ccc2F)c1C | -3% | 2% | -6% | -27%[1.9 µM] | 0% | -2% | 3% | -2%
C[C@H](O/N=C1/[C@H]2O[C@@H]2[C@@H](O)[C@H]2[C@H]1CCn1c(=O)n(-c3ccccc3)c(=O)n12)c1cn([C@H]2COC[C@H]2O)nn1 | 6%[17.5 µM] | . | -5%[11.6 µM] | 3%[10 µM] | 0%[17.4 µM] | -10%[11.5 µM] | -1%[11.6 µM] | .
CC(C)CNC(=O)N1[C@H](c2cccs2)[C@@H](C)C(=O)[C@@H](C)[C@@H]1c1cccs1 | . | -8%[76.3 µM] | -2% | . | . | 0% | -3% | .
CC(=O)N1CCc2cc(S(=O)(=O)CCC(=O)N3CCc4ccccc4C3)ccc21 | -4% | -1% | -11% | 36%[10 µM] | -3% | -13% | -5% | -5%
N#Cc1ccc2ccn(CC(=O)NC3CCCCCC3)c2c1 | -1% | -9% | -8% | 27% | -6% | 2% | -4% | -5%
Cc1sc2nc(CSc3ccc([N+](=O)[O-])c(C(F)(F)F)c3)[nH]c(=O)c2c1C | 1% | 8% | 8% | 3%[10 µM] | 4% | 9% | 1% | 2%
CC1CN(C(=O)CSc2nnc(-c3ccncc3)n2-c2ccccc2)CC(C)O1 (configuration not stated) | -6% | -1% | 3% | 26% | -1% | -6% | 9% | 6%
CN(C)c1ccc(C(CC(=O)c2ccccc2)C2CCCCC2=O)cc1 (configuration not stated) | -21% | 5% | -7% | 5%[10 µM] | -6% | 6% | 12% | 6%
CC(=O)C1=C(C)NC(=O)NC1c1cc(Br)ccc1OCC#N (configuration not stated) | 10% | 3% | 3% | 9%[10 µM] | -6% | 5% | -10% | 4%
Cc1cccc(NC(=O)c2nnn(-c3cccc(C(F)(F)F)c3)c2N)c1 | 1% | 7% | -9% | -19% | -6% | -11% | -2% | 7%
CCC1(c2ccccc2)NC(=S)N(c2ccc(C)c(C)c2)N1 (configuration not stated) | 9% | ? | -16% | -53%[inhibitor] | 11% | ? | 4% | 9%
CCOCCOC(=O)c1ccc(NC(=O)/C=C/c2ccc(OC)c(OC)c2)cc1 | . | -13%[76.3 µM] | -22% | . | . | 13% | ? | .
Cc1ccc(NCc2nnc(SCC(=O)OC3CCCCC3)o2)c(C)c1 | 1% | -9% | -23% | -10% | 3% | ? | 0% | 1%
Brc1ccc(C2=Nn3c(nnc3-c3n[nH]c4c3CCC4)SC2)cc1 | 4% | -5% | 2% | -152%[inhibitor][0.074 µM] | 6% | -10% | 3% | 0%
CCCCNC(=S)NC1CCCC1 | 1% | -4% | -2% | 10%[10 µM] | 3% | -7% | 13% | 1%
COc1ccccc1-c1nccc(NCc2cccc(C)c2)n1 | 7% | . | -16% | -36%[inhibitor] | 0% | -7% | -4% | .
c1ccc(Sc2cnc3ccccc3n2)cc1 | 7% | 24% | 0% | -7% | 4% | 1% | 3% | 8%
O=S(=O)(Cc1ccccc1)N1CCCc2ccccc21 | -6% | -5% | -14% | -2% | -5% | -11% | 0% | -3%
COc1ccccc1CCNC(=O)c1ccc(C)o1 | -1% | 9% | -3% | -17% | -3% | -1% | -6% | -7%
Cc1cc2oc(=O)cc(CN3CCC(C)CC3)c2cc1Cl | -3% | 17% | -3% | -8% | -3% | -10% | -1% | -2%
CSCCC(NC(=O)CCN1C(=O)c2ccccc2C1=O)C(=O)O (configuration not stated) | 2% | -12% | 1% | -19%[10 µM] | -3% | -8% | 3% | 1%
CCn1cnc2cc(NCc3ccc(N(C)C)cc3)ccc21 | -4% | -27% | 11µM*[quencher] | -178%[inhibitor] | 0% | ? | 6%&-9% | -4%
Nc1nc(Nc2ccccc2Br)nc(C(F)(F)F)n1 | -2% | 2% | -8% | -10%[10 µM] | -3% | -14% | -3% | 1%
O=C(NC(C(=O)N/N=C/c1ccncc1)c1n[nH]c(=O)c2ccccc12)c1ccccc1 (configuration not stated) | 1% | 5% | -7% | 25%[10 µM] | 1% | -8% | -3% | .
CC(C)Cn1c(N)c(C=O)c(=O)n(C)c1=O | -4% | 7% | 1% | -3%[10 µM] | 4% | 1% | -5% | 2%
CN(C)/C=N/c1nc2nccc(-c3ccc(Cl)cc3)n2n1 | 1% | 5% | 1% | -18%[10 µM] | -5% | -2% | -14% | ?
COc1cc(/C=C2\SC(=O)NC2=O)ccc1Oc1ccc([N+](=O)[O-])cc1[N+](=O)[O-] | 10% | -5% | ? | 26% | 7% | 14µM* | -10% | -7%
O=C(COC(=O)c1cc(=O)[nH]c2ccccc12)c1ccccc1 | -1% | 13% | -5% | -1%[10 µM] | -5% | -1% | -4% | -3%
Cc1nc(Cl)c(C(=O)NC(=O)NCc2ccccc2)c(C)c1Cl | -7% | -7% | -3% | 6%[10 µM] | -16% | -6% | 4% | -7%
COC(=O)[C@H](Cc1ccccc1)NC(=O)[C@@H](C)CO | -3%[17.5 µM] | . | -8%[11.6 µM] | -34%[inhibitor][10 µM] | -1%[17.4 µM] | -6%[11.5 µM] | -1%[11.6 µM] | .
O=C(O)c1cccc(N2C(=O)c3ccc(Oc4ccc(Cl)cc4)cc3C2=O)c1 | 5% | -6% | 8% | -14% | -10% | -2% | 0% | -4%
COCCN1Cc2cccc(C(=O)Nc3cccnc3)c2C1=O | 6% | -2% | 4% | -5% | -1% | 1% | 4% | -2%
CCCn1nc2cc(C(=O)NCc3ccc4c(c3)OCO4)ccc2c1OCC | -15% | -15% | -2% | 9% | 4% | 5% | -5% | 7%
CCCCCn1c(Sc2nc3ccccc3s2)nc2c1c(=O)[nH]c(=O)n2C | -2% | 0% | -1% | -20% | 4% | ? | 5% | 10%
CC1CN(CC(=O)N2CCc3[nH]c4ccccc4c3C2)CC(C)O1 (configuration not stated) | -9% | -23% | -3% | -17%[0.074 µM] | -12% | -8% | 0% | -1%
Oc1c(C=NCc2ccncc2)sc2ccccc12 | 17% | -18% | -7% | 11% | 6% | ? | 5% | -6%
CCc1ccc(C(=O)c2cn(CC(=O)Nc3ccc4c(c3)OCO4)c3ccc(OC)cc3c2=O)cc1 | . | 5%[76.3 µM] | ? | . | . | ? | -7% | .
CN(CC(=O)NCc1ccc(Cl)cc1)S(=O)(=O)c1ccc2c(c1)c(=O)n(C)c(=O)n2C | . | 3%[76.3 µM] | -2% | . | . | 8% | -4% | .
O=C(O)c1cc(NCc2ccc3c(c2)OCO3)ccc1N1CCOCC1 | 8% | 5µM* | -5% | -11%[0.074 µM] | 5% | -7% | -1% | -1%
COc1cccc(C2=NOC(C(=O)NCc3ccccc3)C2)c1 (configuration not stated) | -13% | -10% | -1% | -75%[inhibitor] | -2% | -6% | -4% | 1%
CN(C)C(=O)c1ccc(COc2ccccc2Br)o1 | 11% | 3% | 8% | -31% | -14% | -7% | 6% | 5%
COc1ccc(NS(=O)(=O)c2cn(C)c(=O)n(C)c2=O)cc1 | 3% | 4% | -4% | 13%[10 µM] | -1% | . | -8% | .
Cc1ccc(C(=O)NCCCN2CCOCC2)cc1N1CCCC1=O | 20% | -11% | 1% | -6%[1.9 µM] | 1% | -3% | 1% | -4%

Bioassay records (PubChem BioAssay)
